# DT40 TDP1 no CPT: qHTS for Inhibitors of human tyrosyl-DNA phosphodiesterase 1 (TDP1): qHTS in cells in absence of CPT | actives 15% (n = 420,000) | Potency, µM (highest dose often 46.2 µM), for inactives: at the top dose activity change, negative = growth inhibition, hits mostly inhibitors | DT40 Tdp1-/- hTDP1 cells, no CPT, ATP luminescence, 48 h | AID 686978, 2013; note: nearly all actives have a fitted effect of over 55% in size
#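 Growth kinetics read by CellTiter-Glo luminescence after ≥48 hr at 37 °C. Cells: DT40 Tdp1-/- stably carrying human TDP1, 400 per well, compound exposure in the absence of CPT (DMSO vehicle).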
# GCN5L2 inh: blocks human GCN5L2 histone acetyltransferase. GCN5L2 HAT assay, ThioGlo1 CoA-SH fluorescence. Potency, µM (doses to about 58.9 µM), for the others: top-dose activity change, negative = inhibition, hits mostly inhibitors. actives 0.21% (n = 390,000)
# Target sequence (Q92830 whole entry, looked up): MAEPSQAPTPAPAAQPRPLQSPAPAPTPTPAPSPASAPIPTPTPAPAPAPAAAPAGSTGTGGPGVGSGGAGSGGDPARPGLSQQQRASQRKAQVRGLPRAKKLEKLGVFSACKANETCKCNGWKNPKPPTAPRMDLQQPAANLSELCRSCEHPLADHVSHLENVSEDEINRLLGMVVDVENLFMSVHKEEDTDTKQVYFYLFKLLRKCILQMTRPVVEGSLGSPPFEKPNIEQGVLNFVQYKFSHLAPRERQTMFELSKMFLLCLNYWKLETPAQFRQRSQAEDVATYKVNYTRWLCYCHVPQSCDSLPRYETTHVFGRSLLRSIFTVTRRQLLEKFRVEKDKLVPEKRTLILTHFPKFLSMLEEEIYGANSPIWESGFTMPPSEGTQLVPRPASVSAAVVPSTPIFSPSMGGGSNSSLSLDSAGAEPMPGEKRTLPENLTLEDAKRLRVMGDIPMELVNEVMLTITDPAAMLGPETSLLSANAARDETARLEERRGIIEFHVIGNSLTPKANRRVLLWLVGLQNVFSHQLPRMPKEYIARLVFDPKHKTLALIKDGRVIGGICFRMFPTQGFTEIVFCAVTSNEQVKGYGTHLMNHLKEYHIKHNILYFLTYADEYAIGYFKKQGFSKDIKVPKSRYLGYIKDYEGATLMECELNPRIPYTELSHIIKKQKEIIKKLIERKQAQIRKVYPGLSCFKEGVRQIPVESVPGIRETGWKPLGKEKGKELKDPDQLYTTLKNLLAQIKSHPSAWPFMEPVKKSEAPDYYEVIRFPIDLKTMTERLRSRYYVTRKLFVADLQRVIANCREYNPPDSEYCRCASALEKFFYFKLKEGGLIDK
#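 Fluorescence readout, Ex340nm/Em540nm: ThioGlo1 (50uM final) reacts with free CoA thiol released as 20nM GCN5L2 acetylates H3(1-25) peptide (75uM) using acetyl-CoA (70uM). Compound and enzyme sat 15 min beforehand; 20 min room-temperature reaction.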
# DT40 TDP1 CPT: DT40-hTDP1 cell growth loss with CPT. chicken DT40 Tdp1-/-;hTDP1 cells + 20 nM CPT, ATP luminescence, 48 h. Potency, µM (titrated, usually from 46.2 µM), for inactives: at the top dose activity change, negative = growth inhibition, usual class: inhibitors. actives 12% (n = 420,000). AID 686979; note: nearly all actives have a fitted effect of over 55% in size
#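 Chicken DT40 Tdp1-/- cells stably complemented with human TDP1 were seeded at 400 cells/well in medium containing 20 nM camptothecin, exposed to pin-transferred compounds, and grown at 37 °C for at least 48 hr. Viability was read as ATP luminescence.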
# Starred values were filed as active, the others as inactive; ? = inconclusive; . = no result given; [ ] = remark or other dose. Calls come from the whole dose curve; as a rule, active = well fitted curve in the direction sought with a large enough effect; inconclusive = small, poorly fitted or top-dose-only effect, or another doubt; inactive = no such curve, though single readings can be large; an effect the other way counts as inactive or inconclusive. % is set by controls: 0 for no effect and ±100 for the full control effect; potency is the fitted concentration of half-maximal effect.
# The first two compounds, ahead of the listing:
structure | DT40 TDP1 no CPT | GCN5L2 inh | DT40 TDP1 CPT
CC(C)(C)S(=O)N1Cc2cn(Cc3ccccc3)c(=O)cc2[C@H]1CCO (stereo not given in full) | -8.9% | . | -1.4%
O=C1[C@@H]2[C@@H]3C[C@@H]([C@H]4ON=C(c5ccc(OCc6ccccc6)cc5)[C@@H]34)[C@@H]2C(=O)N1c1ccc2c(c1)OCO2 | ? | 0.2% | -8.7%

# The listing (from the top)
structure | DT40 TDP1 no CPT | GCN5L2 inh | DT40 TDP1 CPT
CC(C)(C)S(=O)N1Cc2cn(Cc3ccccc3)c(=O)cc2[C@H]1CCO (stereo not given in full) | -8.9% | . | -1.4%
O=C1[C@@H]2[C@@H]3C[C@@H]([C@H]4ON=C(c5ccc(OCc6ccccc6)cc5)[C@@H]34)[C@@H]2C(=O)N1c1ccc2c(c1)OCO2 | ? | 0.2% | -8.7%
CCCc1cc(=O)oc2cc(OCC(=O)NCCCN3CCCC3=O)ccc12 | 9.8% | -26.5% | -7.9%
CCCc1cc(=O)n2[nH]c(C)c(-c3ccc(Cl)cc3)c2n1 | 14.6µM* | -10.5% | 20.6µM*
COc1ccc(-c2cc(C(F)(F)F)nc(NCc3ccc(F)cc3)n2)cc1 | ? | -6.3% | ?
COc1cc(CNC(C)(C)CO)ccc1OCC(=O)NC(C)(C)C | 4.4% | -4.7% | 9.0%
COc1ccc(-c2nc(=N)sn2-c2ccccc2)cc1 | ? | . | ?
COc1cccc(OCc2cc(/C=N/NC(=O)c3nc(Cl)c(Cl)c(N)c3Cl)ccc2OC)c1 | ? | -6.8% | ?
O=C(Nc1c(-c2ccccc2)nc2ccccn12)c1ccc(Br)cc1 | ? | -3.5% | ?
Cc1cccc(N2CCN(c3ncnc4c3nc3n4CCCCC3)CC2C)c1 (stereo not given) | 9.2µM* | -9.9% | 7.31µM*
O=C(O)C1CCCN(S(=O)(=O)c2cccc3cccnc23)C1 (stereo not given) | -2.6% | -4.7% | 5.0%
O=C1c2cccc3c2[C@H](CCC3)CN1[C@@H]1CN2CCC1CC2 | 15µM* | . | 16.8µM*
NC(=O)CN1CCCN(S(=O)(=O)c2ccc(Br)cc2)CC1 | -19.6% | -6.0% | -4.3%
O=C(CSc1nc2ccccc2n1Cc1c(F)cccc1Cl)N1CCN(c2ccc(F)cc2)CC1 | -26.7% | -7.9% | -1.4%
O=C(Cn1cccn1)c1ccccc1 | 8.2% | -4.4% | 2.5%
CCN(/N=C/c1ccc(Cl)cc1)c1cc(=O)n(C)c(=O)[nH]1 | -15.5% | 31.0%[activator] | -28.2%
CN(C)CCC(=O)c1ccc2c(c1)OCO2 | 3.66µM* | 0.1% | 3.66µM*
COc1ccc(-c2[nH]ncc2/C=C(/C#N)C(=O)NC2CCCCCC2)cc1 | 18.4µM* | -2.6% | ?
O=C(CSc1ccc([N+](=O)[O-])cn1)Nc1cc(C(F)(F)F)ccc1N1CCOCC1 | ? | ? | ?
CCc1ccc2oc(-c3ccc(C)c(NC(=O)/C=C/c4ccco4)c3)nc2c1 | 18.4µM* | 1.0% | ?
COc1ccc(N2CCN(CCCNC(=O)c3cc(Nc4ccc(OC)cc4OC)nc4ccccc34)CC2)cc1 | 20.6µM* | -7.4% | 23.1µM*
Oc1[nH]c2ccccc2c1N=Nc1ccccn1 | -1.6% | . | 0.4%
CCOC(=O)C(=O)Nc1c(C(=O)Nc2cccc(F)c2)oc2ccccc12 | -13.7% | -12.5% | -5.4%
CC(=O)N=Cc1c(C)c(C#N)c(=O)n(C)c1O | 6.1% | -10.1% | -12.4%
Cc1ccccc1CN(c1ccc(C(=O)Nc2ccccc2C(=O)N2CCCC2)cc1)S(C)(=O)=O | -17.4% | -8.5% | -19.3%
COc1ccc(C(=O)N(Cc2ccc(N(C)C)cc2)Cc2ccco2)cc1Cl | 14.6µM* | -9.9% | 16.4µM*
CS(=O)(=O)N(CC(=O)NCc1ccc2c(c1)OCO2)c1ccc(Cl)cc1 | -19.3% | -3.5% | -17.6%
CC(C)NC(=O)c1cc(-c2ccc3c(c2)OCO3)on1 | -23.1% | -5.2% | 12.9%
CCC(=O)Oc1ccc(NC(=O)c2ccc(S(=O)(=O)N3CCCC3)cc2)cc1 | 20.6µM* | . | ?
O=C(CCC(=O)N1CCOc2ccccc21)NCc1cccs1 | 4.7% | -5.3% | -21.5%
COC(=O)c1c(-c2ccc(SC)cc2)sc2ccc(OC)cc12 | -72.4% | -12.0% | ?
CCCn1c(C(C)Nc2nc(-c3ccc(C)cc3)cs2)nc2ccccc21 (stereo not given) | ? | -12.1% | ?
COc1cc(/C=N\NC(=O)c2ccc(Cn3cc(Br)c([N+](=O)[O-])n3)o2)cc(OC)c1O | 0.2% | -9.8% | 8.8%
COc1cccc(-n2c(=O)c3c(C)c(C)sc3n(CC(=O)Nc3ccccc3OC)c2=O)c1 | 4.6% | -5.3% | -9.9%
CCOC(=O)Cc1csc(NC(=O)COc2ccccc2)n1 | -7.7% | 1.6% | -16.6%
Cc1cc(S(=O)(=O)NC2CCCCC2)c(C)s1 | -21.3% | -1.2% | 2.1%
S=c1[nH]nc(COc2ccccc2)n1/N=C/c1cccc(Cl)c1Cl | ? | -7.5% | ?
O=C(N/N=C/c1ccc(N2CCOCC2)cc1)c1ccncc1 | -22.9% | -6.9% | -21.3%
O=C(CCSc1nc(-c2ccco2)cc(C(F)(F)F)n1)NCc1ccccn1 | -20.0% | 1.6% | -27.8%
CCN(C(=S)Nc1cccc2ccccc12)c1ccccc1 | 10.3µM* | . | ?
O=C(CSc1ccccc1)Nc1ccccc1C(=O)O | -0.1% | . | -19.3%
Cc1noc(C(=O)NCc2ccccc2)c1Cl | -2.1% | -0.2% | -14.7%
CN1CCN(c2ccc([N+](=O)[O-])cc2C(=O)N2CCOCC2)CC1 | 2.6% | -7.9% | 7.7%
Cc1cc(C(=O)Nc2cccc(-c3nc(CNC(=O)c4cc5ccccc5[nH]4)c(C)o3)c2)c(C)o1 | -13.2% | . | 24.2%
COC(=O)c1cc(NC(=O)C23CCC(C)(C(=O)O2)C3(C)C)cc(C(=O)OC)c1 (stereo not given) | 4.8% | -6.9% | -2.2%
Cc1cccn2c(=O)c(C=O)c(N3CCN(c4ccccc4)CC3)nc12 | ? | -0.7% | -0.2%
COCCCNC(=O)/C(C#N)=C/c1ccc(OCC(=O)O)c(OC)c1 | -10.7% | ? | -2.2%
C#CCSc1nnc(-c2sc3ccccc3c2Cl)o1 | -9.1% | -20.1% | 2.3%
CCC(C)(C(=O)NC1CCCCC1)N(C(=O)CC1NC(=O)NC1=O)c1c(C)n(C)n(-c2ccccc2)c1=O (stereo not given) | 3.8% | -3.9% | -4.7%
OCC[C@@H]1NCc2cc(CO)cc(-c3ccccc3)c21 | 18.4µM* | . | 20.6µM*

# (further entries)
structure | DT40 TDP1 no CPT | GCN5L2 inh | DT40 TDP1 CPT
Cc1ccc(NC(=O)COC(=O)c2cc(-c3cccs3)nn2-c2ccccc2)cc1[N+](=O)[O-] | ? | -7.5% | -29.2%
O=C(O)CNC(=S)N(Cc1ccccc1F)C1CCCCC1 | 12.3% | -3.1% | -8.3%
COc1ccc(C2C(C(=O)c3cccs3)=C(O)C(=O)N2c2cccc(C)n2)cc1 (stereo not given) | 3.5% | -9.4% | 17.6%
Cc1ccc(C(=O)NC(=S)NCc2ccco2)cc1 | ? | -10.5% | -23.5%
Cc1cc(OCCN2CCCC2)cc(C(C)C)c1 | ? | -5.0% | -26.9%
O=C(Cn1cnc([N+](=O)[O-])n1)c1ccccc1 | 4.5% | -11.4% | 1.4%
Cc1ccc(C2CC(=O)C=C(NCc3ccccc3)C2)cc1 (stereo not given) | 4.61µM* | 0.0% | 5.17µM*
C=CCc1cc(CN2CC(C)OC(C)C2)c(O)c(OC)c1 (stereo not given) | ? | . | -20.6%
CC(=O)c1cccc(OCc2cc(C(=O)N3CC4C[C@@H]5CC3C[C@H](C4)C5)no2)c1 | 1.46µM* | -8.1% | 2.59µM*
CN(C(=O)c1ccc(Cl)cc1)C1CCS(=O)(=O)C1 (stereo not given) | 3.4% | 2.4% | -27.0%
CCCN1C(=O)C(Cc2nc3ccccc3c(=O)n2CC)c2ccccc21 (stereo not given) | 5.17µM* | 0.4% | ?
Cc1cccc(N2CCN(C(=O)c3ccccc3OCc3c(C)noc3C)CC2)c1C | 16.4µM* | -6.8% | 18.4µM*
O=C(Nc1ccccc1)Nc1cc(S(=O)(=O)N2CCOCC2)ccc1N1CCCC1 | -6.0% | -6.6% | -26.2%
CC(C)CNC(=S)Nc1ccc(F)cc1 | ? | -4.2% | ?
O=C(NCc1ccccn1)c1ccc(NS(=O)(=O)c2cccc([N+](=O)[O-])c2)cc1 | 6.1% | -4.1% | -8.0%
COc1ccc(-c2cc(-c3ccco3)[nH]c(=O)c2C#N)cc1 | -17.8% | -11.4% | -3.4%
NS(=O)(=O)c1ccc(CCNC(=O)c2cc(S(=O)(=O)N3CCCCC3)ccc2Cl)cc1 | -25.8% | . | -12.2%
COc1cc(C(=O)Nc2cc(Cl)ccc2C)c(-n2cnnn2)cc1OC | -4.3% | -2.7% | ?
COc1ccc(C2C=C(c3ccc(C)c(C)c3)Nc3ncnn32)c(OC)c1OC (stereo not given) | 5.17µM* | -13.6% | 8.2µM*
Cc1cc(C(C)(C)C)ccc1Oc1cccc2c1S(=O)(=O)N(C1CCCC1)CC(COCc1ccccc1)O2 (stereo not given) | -86.1% | . | -84.4%
Cc1ccc2oc(-c3cc(NC(=O)Cc4ccccc4)ccc3Cl)nc2c1 | ? | -2.1% | ?
COc1ccc(/C=C/CN2CCN(Cc3ccc(F)cc3)C(CCO)C2)cc1 (stereo not given) | 29.1µM* | ? | ?
O=C(NCCc1ccccc1)c1ccc2c(c1)OCCCO2 | 12.8% | -1.9% | -22.7%
CCCCNC(=O)c1onc(CSc2ccc(C)c(C)c2)c1C(=O)O | -0.9% | -18.1% | -13.0%
CCOC(=O)CC(NC(=O)c1cccc2c1C(=O)N(Cc1cccnc1)C2)c1ccc(OCC)c(OC)c1 (stereo not given) | ? | -7.1% | -3.5%
Cc1c(C(=O)NCc2ccc3c(c2)OCO3)oc2ccccc12 | -19.9% | 0.3% | -17.5%
CC(C)(C)c1ccc2c(c1)OC(C(=O)N/N=C\c1ccc(-c3cccc(C(=O)O)c3)o1)CO2 (stereo not given) | -21.4% | -22.3% | 5.2%
CCc1ccc(-c2c(C)sc(NC(C)=O)c2C(N)=O)cc1 | 23.1µM* | ? | ?
CCCN(CCC)C(=O)Cn1ccc(=N)c2ccccc21 | ? | -2.4% | ?
COC(=O)N1CCCCC1c1cc(C(=O)Nc2ccccc2Cl)no1 (stereo not given) | ? | . | ?
Cc1n[nH]c(C)c1CCNC(=O)C1CCC(=O)N(Cc2ccccc2F)C1 (stereo not given) | 7.3% | -0.1% | 2.6%
Cc1ccc(-c2nc(CS(=O)(=O)CC(=O)N3CCOCC3)c(C)o2)cc1 | 21.6% | -2.4% | -13.7%
C=CCn1c(-c2sc(-c3ccccc3)nc2C)n[nH]c1=S | 23.1µM* | -9.8% | ?
COC(=O)[C@]12CCCCC=C1N(Cc1cccc3ccccc13)C(=O)[C@H](CC(=O)N1CCCC1)C2 | 20.6µM* | . | ?
CC(=O)c1cccc(OCC(=O)OCC(=O)Nc2cc(S(=O)(=O)N3CCCCC3)ccc2C)c1 | 5.9% | -0.5% | 0.0%
C[C@@H]1CCCCO[C@@H](CN(C)S(=O)(=O)c2ccccc2)[C@@H](C)CN([C@H](C)CO)C(=O)c2cc(N(C)C)ccc2O1 | ? | . | -17.9%
O=C(NCC1CCN(Cc2ccccc2Cl)CC1)Nc1cccc(Cl)c1 | 18.4µM* | -8.2% | ?
CCCC1=C(C(=O)OCC)C(c2ccc(OC)c(CSc3ccccn3)c2)C(C#N)=C(N)O1 (stereo not given) | ? | -3.1% | ?
CC(SCc1ccccc1)C(=O)N/N=C/c1ccc(OCC(=O)NCc2ccco2)cc1 (stereo not given) | ? | -7.0% | ?
C=CCn1c(SCC(N)=O)nc2ccccc2c1=O | -27.4% | . | -10.8%

# Quoted at random: 2 records from the list
structure | DT40 TDP1 no CPT | GCN5L2 inh | DT40 TDP1 CPT
C[C@@H]1CCCCO[C@@H](CN(C)S(=O)(=O)c2ccccc2)[C@@H](C)CN([C@H](C)CO)C(=O)c2cc(N(C)C)ccc2O1 | ? | . | -17.9%
COC(=O)[C@]12CCCCC=C1N(Cc1cccc3ccccc13)C(=O)[C@H](CC(=O)N1CCCC1)C2 | 20.6µM* | . | ?

# Results in GCN5L2 inh, for 2 of the compounds above:
smiles	GCN5L2 inh
O=C(NCC1CCN(Cc2ccccc2Cl)CC1)Nc1cccc(Cl)c1	-8.2%
CCCC1=C(C(=O)OCC)C(c2ccc(OC)c(CSc3ccccn3)c2)C(C#N)=C(N)O1 (stereo not given)	-3.1%

# Screening data: PubChem, National Center for Advancing Translational Sciences (NCATS)
